Screening results deposited in PubChem BioAssay by National Center for Advancing Translational Sciences (NCATS).
Pol eta inh: DNA polymerase eta (human) inhibition; Potency, µM (top dose mostly 114 µM), for inactives: at the top dose activity change, negative = inhibition, hits mostly inhibitors; 1.2% of 390,000 active; Q9Y253; AID 588591; recombinant Pol eta, fluorescent DNA replication assay; further: potency means the concentration at half of the fitted maximal effect; on the % scale 0 is the no-effect control and ±100 the full control effect
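Pol eta at 10 nM preincubated with compounds 15 min at room temperature; reaction started with fluorescent substrate (50 nM final) and read kinetically at 0 and 10 min.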
POLB inh: blocks human DNA polymerase beta activity; Pol beta primer extension/strand displacement, fluorescence kinetic; Potency, µM (top dose mostly 114 µM), inactives show at the top dose activity change, negative = inhibition, actives largely listed as inhibitors; 1.3% of 340,000 active; AID 485314; further: potency means the concentration at half of the fitted maximal effect; on the % scale 0 is the no-effect control and ±100 the full control effect
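Pol beta (10 nM) was preincubated with compound for 15 min at room temperature. The reaction was then started with 50 nM substrate and read immediately and after a further 10 min at room temperature.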
APE1 inh: APE1 (human) endonuclease inhibition; Potency, µM (series often up to 65.8 µM), inactives show top-dose activity change, negative = inhibition, actives largely listed as inhibitors; AID 2517; 0.35% of 350,000 active; recombinant APE1, TAMRA/BHQ-2 abasic DNA cleavage fluorescence;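 further: potency means the concentration at half of the fitted maximal effect; plate controls were vehicle for no effect and reference inhibitor for full effect; nearly all actives have a fitted effect of over 55% in size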
Target sequence (P27695 whole entry, looked up): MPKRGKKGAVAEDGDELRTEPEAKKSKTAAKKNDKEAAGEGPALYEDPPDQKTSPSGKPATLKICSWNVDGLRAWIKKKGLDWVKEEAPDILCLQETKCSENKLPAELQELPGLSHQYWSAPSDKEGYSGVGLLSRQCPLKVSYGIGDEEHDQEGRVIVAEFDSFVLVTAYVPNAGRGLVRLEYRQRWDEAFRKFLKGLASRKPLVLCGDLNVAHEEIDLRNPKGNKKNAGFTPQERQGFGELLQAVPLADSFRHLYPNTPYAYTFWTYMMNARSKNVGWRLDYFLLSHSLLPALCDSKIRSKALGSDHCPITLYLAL
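Step 1: APE1 (0.75 nM) with compound, 15 min RT. Step 2: add 50 nM fluorophore/quencher THF duplex. Step 3: three fluorescence reads 60 s apart (525/598 nm); read 3 minus read 1 = reaction progress.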
Apoferritin bind: candidate novel general anesthetic via apoferritin binding; apoferritin/1-aminoanthracene competitive binding, fluorescence; Potency, µM (doses to about 77.5 µM), without a hit: top-dose activity change, negative = displacement, most hits filed as inhibitors; 0.074% of 350,000 active; P02791; further: potency means the concentration at half of the fitted maximal effect; on the % scale 0 is the no-effect control and ±100 the full control effect; nearly all actives have a fitted effect of over 20% in size
Target sequence (P02791 2-175 limits assumed): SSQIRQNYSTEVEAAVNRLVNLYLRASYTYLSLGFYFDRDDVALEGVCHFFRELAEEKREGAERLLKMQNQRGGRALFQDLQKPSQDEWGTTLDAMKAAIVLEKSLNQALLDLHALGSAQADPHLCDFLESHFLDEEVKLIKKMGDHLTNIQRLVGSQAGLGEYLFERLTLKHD
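Steps: apoferritin (10 uM) was premixed with half-saturated 1-AMA in PBS, compounds were pin-transferred, plates stood 10 min at room temperature, fluorescence was read at 380/535 nm, and curves were fitted with a Hill equation.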
RXFP1 antag: blocks the human relaxin receptor RXFP1; Q9HBX9; HEK293-RXFP1, relaxin-stimulated cAMP HTRF, 30 min; stronger effect = lower value; activity change, negative = inhibition, % at 57.5 µM; 0.59% of 350,000 active; AID 1259400;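 active means activity change of -60% or lower, but not beyond a set lower limit; inconclusive means change between -60% and -40%, or beyond the set limit; inactive means change above -40%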; further: on the % scale 0 is the no-effect control and ±100 the full control effect
PGK inhibitor: inhibitors of T. brucei phosphoglycerate kinase | P07378 | PGK/GAPDH coupled, Kinase-Glo luminescence, 60 min | Potency, µM (highest dose often 57.5 µM), for inactives: at the highest dose activity change, negative = inhibition, usual class: inhibitors | 0.043% of 380,000 active; further: potency means the concentration at half of the fitted maximal effect; on the % scale 0 is the no-effect control and ±100 the full control effect; nearly all actives have a fitted effect of over 60% in size
Target sequence (P07378 whole entry, looked up): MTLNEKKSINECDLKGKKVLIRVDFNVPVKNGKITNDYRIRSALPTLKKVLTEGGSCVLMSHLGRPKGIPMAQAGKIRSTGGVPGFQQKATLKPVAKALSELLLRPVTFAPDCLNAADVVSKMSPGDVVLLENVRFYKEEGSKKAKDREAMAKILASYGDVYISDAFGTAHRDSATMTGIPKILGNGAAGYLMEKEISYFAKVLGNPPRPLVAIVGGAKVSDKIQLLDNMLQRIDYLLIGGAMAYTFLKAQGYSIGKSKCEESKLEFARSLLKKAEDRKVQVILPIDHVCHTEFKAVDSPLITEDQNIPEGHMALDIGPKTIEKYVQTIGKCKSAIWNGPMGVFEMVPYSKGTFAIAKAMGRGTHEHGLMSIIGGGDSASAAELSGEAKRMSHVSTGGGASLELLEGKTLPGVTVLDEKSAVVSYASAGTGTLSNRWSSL
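Recombinant glycosomal PGK reaction used 1,3-bisphosphoglycerate generated in-well by GAPDH (100nM final) in 100mM TEA pH 7.6, 5mM MgCl2, 0.01% Tween-20. After 60 minutes at room temperature, ATP was read by Kinase-Glo Plus luminescence end-point.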
Pol iota inh: inhibitors of human DNA polymerase iota; AID 588590; Potency, µM (titrated, usually from 115 µM), for inactives: at the top dose activity, negative = inhibition, usual class: inhibitors; 1% of 390,000 active; Q9UNA4; Pol iota fluorescent replication assay, 10 min; further: potency means the concentration at half of the fitted maximal effect
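Pol iota at 10 nM preincubated 15 min with compounds at room temperature; reaction started with fluorescent substrate, 50 nM final. Fluorescence read kinetically at 0 and 10 min; buffer-only wells as negative control.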
Pol kappa inh: DNA polymerase kappa (human) inhibition | Q9UBT6 | purified Pol kappa, fluorescent DNA synthesis assay, 10 min | Potency, µM (top dose mostly 107 µM), for inactives: at the highest dose activity, negative = inhibition, actives largely listed as inhibitors | 0.53% of 400,000 active; further: potency means the concentration at half of the fitted maximal effect; on the % scale 0 is the no-effect control and ±100 the full control effect
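Fluorescent qHTS in 1536-well format: enzyme (10 nM) and compound sat 15 min at room temperature before 50 nM substrate (final) was added. Signal taken at 0 and 10 min; no-enzyme buffer wells were negative controls.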
BLM helicase inh: blocks DNA unwinding by human BLM helicase; Potency, µM (series often up to 56.1 µM), without a hit: top-dose activity change, negative = inhibition, actives largely listed as inhibitors; AID 2528; P54132; recombinant BLM DNA unwinding, fluorescence dequenching; 0.2% of 350,000 active;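 further: potency means the concentration at half of the fitted maximal effect; plate controls were vehicle for no effect and no enzyme for full effect; nearly all actives have a fitted effect of over 35% in size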
Numbers without * were called inactive; i = inactive; ? = inconclusive; . = not tested or not shown; [ ] = another dose, or the depositor's remark. Unless noted, the call rests on the fitted dose curve; in most records, active means well fitted curve in the direction sought with a large enough effect; inconclusive means small, poorly fitted or top-dose-only effect, or another doubt; inactive means no such curve, though single readings can be large; an effect the other way counts as inactive or inconclusive. Not all compounds are listed; the hit share may differ from the screen's.

SMILES	Pol eta inh	POLB inh	APE1 inh	Apoferritin bind	RXFP1 antag	PGK inhibitor	Pol iota inh	Pol kappa inh	BLM helicase inh
Cc1ccc(C(O)c2ccc(-n3ccnc3)cc2)cc1 (stereo not given)	-12.3%	-7.6%	16.9%	-9.8%	15.1	.	-0.7%	-2.9%	-4.4%
Cn1c(=O)c2c(nc(SCC(=O)Nc3ccc(F)cc3)n2Cc2ccc(Cl)cc2)n(C)c1=O	-7.7%	13.4%	.	-10.9%	3.4	8.6%	4.2%	-0.1%	-0.6%
O=C1CCC([N+](=O)[O-])C(c2cc(Br)ccc2F)N1 (stereo not given)	5.0%	34.8%	11.6%	-10.6%	-9.9	-0.8%	112.1%[activator]	-8.9%	1.9%
N#Cc1ccc(COC(=O)CCc2c[nH]c3ccccc23)cc1	-0.7%	6.3%	15.7%	90.9%[activator]	0.0	6.8%	8.3%	-12.7%	-8.1%
CC(Sc1nnc(COc2ccc([N+](=O)[O-])cc2)n1C)C(=O)O (stereo not given)	-5.2%	-1.1%	1.0%	-1.6%	2.7	-0.6%	72.5%[activator]	-8.1%	1.4%
O=C(c1ccco1)[C@@H]1[C@@H]2C(=O)N(c3ccc(F)cc3)C(=O)[C@@H]2[C@H]2C=Cc3ccccc3N21	-5.4%	22.6%	?	-15.3%	8.2	i	288.0%[activator]	-3.6%	-13.2%
COc1cc(NS(=O)(=O)c2cccs2)cc(OC)c1	-11.4%	2.6%	.	?	.	5.8%	12.8%	-6.9%	-1.8%
O=C(NCCCN1CCOCC1)C1CCN(S(=O)(=O)c2c(Cl)cccc2Cl)CC1	-2.4%	56.4%	2.9%	-2.1%	-3.5	-8.0%	38.2%[activator]	-1.9%	-2.0%
CCOc1ccccc1CNC(=O)CN1C(=O)c2cccnc2Oc2ccc(Cl)cc21	-9.0%	-1.7%	.	?	-6.7	i	-14.1%	-11.9%	-13.5%
O=C(COC(=O)C(CO)NS(=O)(=O)c1ccc(Br)cc1)Nc1ccc2c(c1)OCCO2 (stereo not given)	-13.4%	.	6.1%	.	2.0	i	18.3%	-0.3%	.
C[C@H](CO)N1C[C@H](C)[C@@H](CN(C)Cc2ccc(Oc3ccccc3)cc2)Oc2c(NC(=O)c3ccncc3)cccc2C1=O	-20.5%	.	2.3%	.	.	i	-12.6%	10.1%	.
COc1cc2nc(CN3CCN(S(=O)(=O)c4ccc(Cl)cc4)CC3)[nH]c(=O)c2cc1OC	-1.4%	12.4%	-5.5%	-10.1%	-5.2	1.7%	-0.4%	-10.2%	-4.7%
Cc1ncc(C[n+]2csc(CCOC(=O)C34CC5CC(CC(C5)C3)C4)c2C)c(N)n1	-12.8%	-14.2%	1.5%	?	-5.9	-3.9%	37.2%[activator]	-9.5%	-1.3%
CN1C(=O)NC(c2ccc(O)cc2)C(C(=O)c2cccs2)C1(O)C(F)(F)F (stereo not given)	-0.5%	29.0%	-1.9%	-18.7%	-2.8	.	8.7%	-0.7%	0.4%
CCOc1ccccc1NC(=O)c1ccc2nc[nH]c2c1	?	?	4.8%[12.4 µM]	-4.1%	-18.2	8.7%	?	-25.8%	-7.8%
CCN1CCN(C(=O)c2cnn3c(C(F)F)cc(-c4ccc(C)cc4)nc23)CC1	-9.0%	?	-4.9%	-0.3%	-16.4	-3.5%	29.8%	-4.6%	-5.6%
Cc1cc(C)nc(N/N=C/c2ccccc2Cl)n1	-12.3%	?	0.7%	9.1%	-6.4	-1.5%	-16.9%	17.5%	3.8%
Cc1nc2ccccc2cc1C(=O)Nc1ccccc1Cl	-5.4%	6.2%	?	-1.3%	4.9	-0.4%	184.4%[activator]	-4.9%	-3.6%
CC1CCC(NS(=O)(=O)c2ccc3c(c2)n(C)c(=O)c(=O)n3C)CC1 (stereo not given)	-13.9%	16.1%	-1.0%	-21.7%	6.0	-2.7%	24.2%	2.1%	3.1%
CN(CC(=O)Nc1ccc(Cl)c(C(F)(F)F)c1)C(=O)C1CCCO1 (stereo not given)	-8.0%	.	-1.2%	.	2.8	1.3%	3.6%	-9.4%	.
Cc1cc(C)c2[nH]c(=O)c(CN(Cc3cccnc3)C(=S)NCCCN(C)C)cc2c1	-4.1%	1.9%	3.1%	-14.4%	0.5	8.0%	66.1%[activator]	5.6%	31.9%[activator]
O=C(NCC1(O)CCCCC1)C1CCC(=O)N(Cc2ccccc2F)C1 (stereo not given)	-13.6%	0.2%	-1.2%	-15.1%	3.2	-3.2%	27.0%	-16.8%	-0.7%
Clc1ccc(OCc2cn3cccnc3n2)c2ncccc12	0.5%	-19.8%	2.3%	-13.4%	3.9	-0.3%	52.7%[activator]	0.2%	1.9%
O=C(Nc1cccc(C(=O)N2CCOCC2)c1)c1cccnc1	13.5%	2.3%	-0.7%	-1.6%	-11.4	.	4.9%	8.5%	-10.6%
COc1cc(NC(=O)c2c(F)cccc2F)nc(OC)n1	-4.7%	2.7%	0.1%	-9.0%	4.2	-5.0%	3.4%	-13.3%	-1.1%
Cc1cn2c(=O)cc(COC(=O)c3cccc(NC(=O)c4ccccc4C)c3)nc2s1	-16.4%	7.4%	.	35.8%[activator]	5.2	-7.7%	18.5%	-12.2%[60.1 µM]	-1.7%
C=CCN1C(=O)/C(=C2/Sc3ccccc3N2CCCS(=O)(=O)O)SC1=S	3.16µM*	44.7µM*	?	-18.2%	13.3	-19.5%	?	?	-2.4%
CC(=O)N(CCc1cccc(C)c1)Cc1cc2ccc(C)cc2[nH]c1=O	-9.0%	89.7%	-2.7%	-1.6%	-0.2	-1.8%	18.2%	15.3%	0.3%
COc1cc2c(cc1OC)CN(C(=O)CN1C(=O)NC3(CCCCC3C)C1=O)CC2 (stereo not given)	-15.3%	.	30.7%	.	-12.5	i	46.7%[activator]	-9.4%	.
Cc1ccc(NC(=O)NCc2ccc3c(c2)OCO3)cc1C	-25.9%	30.8%	13.0%	-12.8%	-20.7	-1.1%	69.3%[activator]	-5.8%	-4.3%
CC(=O)N1CCN(C(=S)NC(=O)c2ccc(S(=O)(=O)N3CCOCC3)cc2)CC1	-10.9%	-25.9%	2.6%	-5.9%	5.8	-3.4%	51.8%[activator]	-19.3%	-4.0%
O=C(Nc1cc(Cl)ccc1N1CCOCC1)c1ccc(F)c(S(=O)(=O)N2CCOCC2)c1	-5.0%	.	7.2%	.	-1.1	1.9%	27.2%	-9.2%	.
COc1ccccc1NS(=O)(=O)c1cccc(NS(=O)(=O)c2cc(C(=O)O)ccc2OC)c1	-28.5%	.	5.2%	.	-10.4	2.3%	49.6%[activator]	-16.4%	.
N#Cc1cccc(CN2CCCN(Cc3ccc(F)cc3)S2(=O)=O)c1	-19.3%	1.8%	12.5%	-3.6%	4.4	6.8%	1.5%	2.8%	-6.8%
Nc1ccccc1-c1ccc([N+](=O)[O-])cc1	-17.5%	.	.	.	-2.7	0.8%	20.2%	-2.7%	.
COC(=O)[C@H]1C[C@H](C(=O)O)[C@@H](C)C1(C)C	-4.2%	.	-6.1%	.	.	2.4%	2.3%	0.2%	.
COc1ccc(-c2cc(C(F)(F)F)n3nc(C(=O)Nc4cccc(Cl)c4C)cc3n2)cc1	-16.5%	0.9%	.	-0.8%	3.1	-4.5%	2.9%	-1.3%	-2.1%
CC(C)(C)n1cnc2cc(NS(=O)(=O)c3ccc(Br)cc3)ccc21	-15.8%	16.9%	13.3%	?	-11.7	-7.9%	-7.1%	-4.8%	-4.6%
Cc1ccc(-c2csc(N3N=C(c4ccccc4)/C(=C\c4ccc(N(C)C)cc4)C3=O)n2)cc1	.	50.1µM*	-6.2%	-7.1%	.	.	.	.	-23.3%
CCn1cc([N+](=O)[O-])c(C(=O)Nc2nc3ccc(OC)cc3s2)n1	-19.7%	12.0%	1.4%	-6.2%	2.7	.	1.6%	-18.4%	2.5%

Three entries from above in another layout.
mol | Pol eta inh | POLB inh | APE1 inh | Apoferritin bind | RXFP1 antag | PGK inhibitor | Pol iota inh | Pol kappa inh | BLM helicase inh
CC(=O)N1CCN(C(=S)NC(=O)c2ccc(S(=O)(=O)N3CCOCC3)cc2)CC1 | -10.9% | -25.9% | 2.6% | -5.9% | 5.8 | -3.4% | 51.8%[activator] | -19.3% | -4.0%
Cc1ccc(NC(=O)NCc2ccc3c(c2)OCO3)cc1C | -25.9% | 30.8% | 13.0% | -12.8% | -20.7 | -1.1% | 69.3%[activator] | -5.8% | -4.3%
Cc1cc(C)c2[nH]c(=O)c(CN(Cc3cccnc3)C(=S)NCCCN(C)C)cc2c1 | -4.1% | 1.9% | 3.1% | -14.4% | 0.5 | 8.0% | 66.1%[activator] | 5.6% | 31.9%[activator]

Later entries:
SMILES	Pol eta inh	POLB inh	APE1 inh	Apoferritin bind	RXFP1 antag	PGK inhibitor	Pol iota inh	Pol kappa inh	BLM helicase inh
CCCC(c1nnnn1CCc1ccccc1)N1CCN(C2CCCC2)CC1 (stereo not given)	6.3%	31.1%	0.4%	-21.8%	-2.6	i	9.8%	-4.2%	-3.5%
O=S1(=O)CCC(S(=O)(=O)N2CCCCCC2)C1 (stereo not given)	-12.2%	0.4%	-5.1%	15.3%	0.7	-0.6%	-8.2%	8.3%	-13.4%
O=C(N/N=C/CCc1ccccc1)c1ccc(CN2c3cccc4cccc(c34)S2(=O)=O)cc1	-6.9%	0.4%	16.2%	-3.0%	18.8	1.3%	6.3%	-16.8%	-0.9%
Cc1ccc(CNCc2ccccc2Cl)cc1	-2.7%	-1.1%	0.5%	-12.8%	?	0.0%	4.5%	-18.1%	1.9%
CCCCCCNc1nc(-c2ccc(OC)cc2)c(CCC(=O)O)s1	-11.1%	7.8%	2.5%	-6.6%	-2.3	-8.6%	-6.6%	1.4%	-0.3%
CC(C)CN1CCN(C(=O)CCc2nnc(Cc3c[nH]c4ccccc34)o2)[C@@H](C)C1=O	-19.7%	1.6%	43.6%[activator]	-10.5%	4.9	-17.0%	53.9%	2.9%	2.0%
COc1nc(C)ccc1-c1noc(-c2cccnc2)n1	-5.0%	-1.6%	-9.6%	-0.8%	-4.9	-1.8%	6.2%	2.9%	-4.4%
O=C(CN1C(=O)NC(Cc2ccccc2)C1=O)Nc1ccccc1F (stereo not given)	-16.3%	.	18.6%	.	-0.2	i	5.8%	-2.7%	.
